Screening results from PubChem.
FLuc inhib CS – firefly luciferase enzyme inhibitors, primary screen, artefact control for luciferase-based inhibitor screens, biochemical, luminescence, ATPLite; Luciferin 4-monooxygenase (Photinus pyralis), P08659; 10 min; inhibition, % at 10 µM; 200,000 compounds, 1.5% hits; AID 1006, 2008;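 active means inhibition above about 50% when tested at 10 µM, limit read from the data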
NF-kB neuron act – activators of NF-kB expression in neurons, primary screen, cell-based, HTS; human neuronal cells, NF-kB reporter expression; hits give high values; fold change at 12.5 µM; 190,000 compounds, 1.6% hits; in the data active means fold change above about 3.3
Diaph act CS – compounds boosting diaphorase resazurin reduction – biochemical, uHTS, resorufin fluorescence, counter-screen for diaphorase-coupled primary assays, primary screen; Diaphorase/resazurin coupled assay, 16 min; hits give high values; 1 = vehicle wells, 0 = NADH-free wells; activation factor at 20 µM; 190,000 compounds, 0.005% hits; AID 1229, 2008;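 active means diaphorase activity raised at least twofold by the compound at 20 µM; inactive means activation factor below 2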
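test system = bacterial diaphorase enzyme (C. kluyveri) | quantity = enzyme 0.07 U/mL final | reagent = NADH substrate 0.114 mM plus resazurin dye 0.1 mM, final | incubation = 16 min enzyme reaction, ambient temperature | buffer or medium = HEPES pH 7.4 buffer with MgCl2 and Tween 20 | signal = fluorescence of resorufin, 544 nm excitation, 590 nm emission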
STAT1 activator – STAT1 signaling activators, primary screen, cell-based, HTS, luciferase reporter; NIH 3T3 STAT1-luciferase reporter, IFN-gamma, luminescence; 100% = IFN-gamma alone, no compound; activation (% of control), % at 5.5 µM; 200,000 compounds, 2.6% hits; AID 932, 2007;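 active means activation above the screen-wide mean activation plus 3 SD, cut at about 130% in these data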;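 further: raw ratio to IFN-gamma control signal so 100% means no change and 0% no light; values of inactives mirror those of a sister screen read the other way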
G6PDH CS – L. mesenteroides G6PDH inhibitors, counter-screen for G6PDH-coupled screening assays, biochemical, Leuconostoc mesenteroides enzyme | glucose-6-phosphate dehydrogenase [Leuconostoc mesenteroides] | Purified L. mesenteroides G6PDH, diaphorase/resazurin coupled fluorescence, 45 min | inhibition, % at 5 µM | 200,000 compounds, 0.12% hits | AID 1020, 2008; in the data active means inhibition above about 50%
TLR4 MyD88 comp – inhibitors of TLR4-MyD88 association in cells, primary screen, cell-based, HeLa CL3-4, BLA complementation, FRET ratio | Toll-like receptor 4 (Homo sapiens) + Myeloid differentiation primary response protein … | HeLa CL3-4 TLR4/MyD88 BLA complementation | inhibition, % at 8.4 µM | 200,000 compounds, 0.18% hits | AID 861, 2007; in the data active means inhibition above about 25%;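 further: 0% = vehicle and 100% = reference inhibitor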
Target sequence (O00206 whole entry, looked up): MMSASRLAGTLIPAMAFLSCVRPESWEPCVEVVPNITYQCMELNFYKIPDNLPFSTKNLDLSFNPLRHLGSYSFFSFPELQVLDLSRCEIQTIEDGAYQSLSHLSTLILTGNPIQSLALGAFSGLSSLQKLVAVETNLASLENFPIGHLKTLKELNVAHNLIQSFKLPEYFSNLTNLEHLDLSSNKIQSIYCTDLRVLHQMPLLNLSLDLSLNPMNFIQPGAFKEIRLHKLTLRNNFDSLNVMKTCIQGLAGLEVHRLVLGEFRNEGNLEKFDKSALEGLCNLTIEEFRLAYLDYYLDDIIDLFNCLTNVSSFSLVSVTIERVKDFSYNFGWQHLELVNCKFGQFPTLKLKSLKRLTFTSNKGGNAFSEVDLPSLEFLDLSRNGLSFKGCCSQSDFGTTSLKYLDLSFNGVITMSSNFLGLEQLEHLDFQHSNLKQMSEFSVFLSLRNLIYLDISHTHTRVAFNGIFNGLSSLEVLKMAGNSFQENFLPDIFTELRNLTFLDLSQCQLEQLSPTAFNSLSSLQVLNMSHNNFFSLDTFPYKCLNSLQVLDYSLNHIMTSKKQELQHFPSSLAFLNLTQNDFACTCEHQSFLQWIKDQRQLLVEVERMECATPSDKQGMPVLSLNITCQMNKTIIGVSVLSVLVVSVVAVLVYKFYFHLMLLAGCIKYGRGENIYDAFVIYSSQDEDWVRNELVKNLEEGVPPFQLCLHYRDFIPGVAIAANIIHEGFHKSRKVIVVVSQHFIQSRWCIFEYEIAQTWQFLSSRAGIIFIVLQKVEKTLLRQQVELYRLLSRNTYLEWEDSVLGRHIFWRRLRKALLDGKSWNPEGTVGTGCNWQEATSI
Target sequence (Q99836 whole entry, looked up): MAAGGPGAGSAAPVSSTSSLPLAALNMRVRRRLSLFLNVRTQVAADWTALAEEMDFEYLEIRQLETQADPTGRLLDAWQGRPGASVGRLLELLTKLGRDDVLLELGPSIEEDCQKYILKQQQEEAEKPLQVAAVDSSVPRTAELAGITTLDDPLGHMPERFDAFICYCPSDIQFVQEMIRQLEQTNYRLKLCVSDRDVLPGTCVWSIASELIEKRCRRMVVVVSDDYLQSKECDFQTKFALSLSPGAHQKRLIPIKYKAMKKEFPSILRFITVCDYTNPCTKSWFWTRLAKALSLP
APP transl inh – inhibitors of APP translation via 5'UTR reporter, primary screen, APP 5'UTR luciferase, SH-SY5Y cells; SH-SY5Y APP 5'UTR-luciferase reporter, luminescence; inhibition, % at 2 µM; 190,000 compounds, 0.82% hits;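 active means inhibition above a set limit, derived from the sample mean plus 3 SD, cut at about 45% in these data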; further: values of inactives mirror those of a sister screen read the other way
APP 5'UTR act – activators of APP 5'UTR luciferase reporter, primary screen, SH-SY5Y cells | AID 1276, 2008 | activation, % at 2 µM | 190,000 compounds, 1% hits | SH-SY5Y APP 5'UTR luciferase reporter, luminescence; zero percent = DMSO vehicle wells;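 active means activation above a set limit, based on mean plus 3 SD of controls, cut at about 140% in these data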; further: values of inactives mirror those of a sister screen read the other way
FLuc stim CS – FLuc activators, initial screening, artefact control for FLuc-dependent activation tests, biochemical, ATPlite luminescence. AID 1027, 2008. activation factor at 10 µM. ATPlite luciferase biochemical, 10 min; 0 = ATP-free wells, 1 = DMSO control. 200,000 tested, under 10 active;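 active means luciferase activation factor, scaled between plate controls, of at least 2 with compound at 10 µM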
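Assay system – cell-free luciferase reagent · Medium – PBS-based ATP solution · Dosing – test compounds dosed from 2 mM stocks in 100% DMSO · Timing – 10 min, room temperature · Technique – light output (luminescence) · Measure – luminescence gain marking luciferase activators · Controls – No-ATP low control, compound-free enzyme-plus-ATP high control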
Diaphorase inh – diaphorase inhibitors and chemical oxidizers, primary screen, counter-screen for diaphorase-coupled primary assays, biochemical, uHTS, resorufin fluorescence; diaphorase resazurin-to-resorufin fluorescence, NADH, 16 min; bacterial (C. kluyveri) enzyme, not human; inhibition, % at 20 µM; 190,000 compounds, 0.69% hits; AID 1217, 2008;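 active means primary screen inhibition at 20 µM above a set limit, cut at about 50% in these data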;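 further: plate controls were DMSO with full reaction for no effect and wells lacking NADH for full effect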
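Benchmarks: positive control wells lacking NADH, neutral wells with DMSO only. System: bacterial diaphorase enzyme (C. kluyveri). Input: 0.14 U/mL diaphorase, enzyme working solution. Detection: resorufin fluorescence, excitation 544 nm, emission 590 nm. Times: 16-min room-temperature incubation before reading.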
Starred values were filed as active, the others as inactive; x = no result given.

SMILES	FLuc inhib CS	NF-kB neuron act	Diaph act CS	STAT1 activator	G6PDH CS	TLR4 MyD88 comp	APP transl inh	APP 5'UTR act	FLuc stim CS	Diaphorase inh
O=C(Nc1ccccc1)c1ccc(-c2ccc(Br)cc2)o1	27.8	2.41	0.8	124.2	7.3	0.2	-43.3	43.3	0.7	22.6
CC1CCC2(CC1)NC(=O)N(CC(=O)Nc1sc3c(c1C(N)=O)CCC3)C2=O (centres undefined)	1.4	0.88	0.6	98.6	7.3	-8.3	-13.4	13.4	1	37.8
O=C(OCC(=O)N1CCc2ccccc21)c1c2c(nc3ccccc13)CCCCC2	4.8	0.42	0.7	100.4	-5.9	-10.2	-7.3	7.3	1	29.7
Cn1c(=O)oc2cc(S(=O)(=O)NCCC(=O)NC3CCCc4ccccc43)ccc21 (centres undefined)	-9.3	1.03	0.9	94.9	7.3	8.7	-15.5	15.5	1.1	11.7
O=C(CSc1nnc(-c2ccncc2)n1Cc1ccco1)Nc1nc(-c2ccccc2)cs1	-1.8	1.15	0.9	96.7	0.6	6.4	12.6	-12.6	1	14.5
O=C1CCCC(O)=C1C1NCCc2ccccc21 (centres undefined)	-5.0	0.82	0.9	103.6	1.9	8.6	-8.7	8.7	1.1	9.2
C=CCn1c(N)c(-c2nc3ccccc3n2C)sc1=S	-3.7	1.19	0.9	100.7	6.3	4.2	17.1	-17.1	1	11.8
O=C(Nc1cccc(-c2cn3ccccc3n2)c1)c1cc2ccccc2oc1=O	22.0	0.77	1.3	104.0	-68.1	2.4	-35.5	35.5	0.8	-33.4
CC1CC1C(=O)Nc1nc(-c2cccs2)c(-c2cccs2)s1 (centres undefined)	-6.0	1	0.7	92.8	7.9	3.1	15.0	-15.0	1.1	27.4
Clc1ccc(Cl)c(OCc2cc(-c3ccccc3Cl)on2)c1	-0.1	1.59	1	95.1	4.8	6.9	-16.3	16.3	1	4.0
CCN(CC)S(=O)(=O)c1cccc(-c2n[nH]c(=S)n2C)c1	3.3	1.47	0.9	98.6	-2.6	-9.8	5.0	-5.0	1	8.7
Cc1ccc(S(=O)(=O)NCCc2ccccc2)cc1	-2.8	1.04	0.9	105.0	-0.1	-1.9	3.7	-3.7	1	13.8

Fetched one by one from the entries so far, 5 records:
SMILES	FLuc inhib CS	NF-kB neuron act	Diaph act CS	STAT1 activator	G6PDH CS	TLR4 MyD88 comp	APP transl inh	APP 5'UTR act	FLuc stim CS	Diaphorase inh
CCN(CC)S(=O)(=O)c1cccc(-c2n[nH]c(=S)n2C)c1	3.3	1.47	0.9	98.6	-2.6	-9.8	5.0	-5.0	1	8.7
C=CCn1c(N)c(-c2nc3ccccc3n2C)sc1=S	-3.7	1.19	0.9	100.7	6.3	4.2	17.1	-17.1	1	11.8
CC1CC1C(=O)Nc1nc(-c2cccs2)c(-c2cccs2)s1 (centres undefined)	-6.0	1	0.7	92.8	7.9	3.1	15.0	-15.0	1.1	27.4
O=C(CSc1nnc(-c2ccncc2)n1Cc1ccco1)Nc1nc(-c2ccccc2)cs1	-1.8	1.15	0.9	96.7	0.6	6.4	12.6	-12.6	1	14.5
Clc1ccc(Cl)c(OCc2cc(-c3ccccc3Cl)on2)c1	-0.1	1.59	1	95.1	4.8	6.9	-16.3	16.3	1	4.0

Additional entries
SMILES	FLuc inhib CS	NF-kB neuron act	Diaph act CS	STAT1 activator	G6PDH CS	TLR4 MyD88 comp	APP transl inh	APP 5'UTR act	FLuc stim CS	Diaphorase inh
O=C(Nc1ncn[nH]1)c1cc(S(=O)(=O)Nc2cccc(C(F)(F)F)c2)ccc1Cl	-2.6	x	1	103.6	1.8	9.6	-3.8	3.8	1	0.4
Cc1ccc(N/C(CSC(N)=O)=N/S(=O)(=O)c2ccccc2)cc1	-3.7	1.18	1	99.5	9.1	4.7	9.5	-9.5	1	0.0
CCOC(=O)c1c(C)[nH]c(C(=O)CN2CCOCC2)c1C	-6.5	1.12	0.8	97.0	-15.7	8.6	-16.2	16.2	1.1	16.8
N#C/C=C(/N)c1ccc(Br)cc1	-2.4	0.92	1	101.6	-1.9	6.0	1.8	-1.8	1	0.8
COCc1cc(C)nc2sc(C(=O)NN)c(-n3cccc3)c12	-5.6	1.21	1.1	97.0	9.2	-8.4	6.4	-6.4	1.1	-7.4
NC(=S)NNc1c(F)c(F)c(F)c(F)c1F	-5.3	1.18	0.9	92.1	4.5	-18.8	17.8	-17.8	1.1	13.9
CCOc1ccc(CC(=O)N2N=C(C)CC2(O)C(F)(F)F)cc1 (centres undefined)	-0.6	0.93	1	103.5	0.5	-2.4	-1.9	1.9	1	4.2
Cc1ccccc1NC(c1cccc(Cl)c1)c1nnnn1C1CCCCC1 (centres undefined)	-5.1	1.05	1	105.8	0.8	-9.1	-12.8	12.8	1.1	3.7
COc1ccc(-c2[nH]c(-c3ccc(C)cc3)nc2SCC(=O)NC2CCCC2)cc1	-2.2	0.39	0.9	91.8	8.6	0.9	-1.6	1.6	1	10.5
CNC(=S)N1CCc2cc(OC)c(OC)cc2C1COc1ccc(OC)cc1 (centres undefined)	-2.4	1.14	0.9	87.9	-1.6	-12.5	10.9	-10.9	1	8.2
CS(=O)(=O)N1CCC(C(=O)Nc2cccc([N+](=O)[O-])c2)CC1	4.6	1.47	1	101.2	17.3	10.6	-2.3	2.3	1	-0.9
CCC(c1nnc(SCC(=O)Nc2cccnc2Cl)n1-c1ccccc1)N(C)C (centres undefined)	1.9	1.18	1	98.4	14.5	3.2	-2.5	2.5	1	-0.4
CCN(CC)C(=O)CSc1nnc(CNc2ccc(F)cc2)o1	-9.0	1.98	0.9	100.4	3.5	1.2	-19.6	19.6	1.1	9.3
CNC(=O)CSc1nnc(-c2ccccc2)n1C	-4.8	1.1	0.9	99.8	12.9	6.6	-5.6	5.6	1	10.6
CC(=O)NNC(=O)CCn1nnc(-c2ccc(Cl)cc2)n1	-6.4	1.16	1	98.8	8.2	7.0	-0.9	0.9	1.1	3.8
Cc1cnc(NC(=O)C2CCCC2)s1	-1.0	1.16	0.9	113.8	8.1	-5.5	-0.1	0.1	1	5.1
CC(C)Oc1ccc(C(=O)Nc2cccc3cccnc23)cc1	18.7	0.89	0.8	118.6	3.9	3.6	-14.3	14.3	0.8	22.9
CCC(O)CNC(=O)NC(=C(Cl)Cl)c1ccc(C)c(F)c1 (centres undefined)	-7.2	1.21	0.9	103.7	9.7	-3.2	9.1	-9.1	1.1	6.8
CC(C)NC(=O)C(=O)NNC(=O)CCc1ccccc1	0.3	1.09	1	102.6	24.0	0.6	-3.2	3.2	1	4.8
NC(=O)c1ccccc1NS(=O)(=O)c1ccccc1	-5.6	1.49	1	100.2	5.6	-11.5	7.3	-7.3	1.1	-1.7
Cc1ccc(S(=O)(=O)NCC2CCC(C(=O)NCCCN3CCOCC3)CC2)cc1 (centres undefined)	-9.2	1.01	0.9	105.4	8.4	-6.2	7.5	-7.5	1.1	8.0
O=C1CC(C(=O)Nc2cc(Cl)ccc2Cl)n2ncnc2N1 (centres undefined)	-1.9	1.12	1.1	94.9	4.0	-19.6	-6.1	6.1	1	-11.2
CC1(c2ccc3c(c2)OCO3)NC(=O)N(CC(=O)Nc2ccc(N3CCOCC3)cc2)C1=O (centres undefined)	-2.5	1.05	1	100.1	0.9	6.3	-6.6	6.6	1	2.7
O=C(NNC(=O)c1ccc(Cl)cc1Cl)Nc1ccccc1	-1.0	1.21	1	101.7	4.0	-6.0	-4.0	4.0	1	1.3
COc1ccc(NC(=O)NCc2ccncc2)c(OC)c1	-4.2	1.65	1	107.4	4.3	-3.9	13.0	-13.0	1	2.9
CCNC(=O)/C(C#N)=C/c1c(N(Cc2ccccc2)Cc2ccccc2)nc2ccccn2c1=O	-4.1	0.42	0.7	88.9	-11.3	1.1	-41.2	41.2	1	26.9
O=C(Nc1ccc2c(c1)OCO2)c1cccs1	36.0	3.43*	0.9	121.9	10.5	10.9	-62.0	62.0	0.6	11.0
O=c1nc(-c2ccccc2)c2ccccc2[nH]1	-2.3	1.28	0.9	104.5	11.2	-6.3	-16.2	16.2	1	12.9
COc1ccccc1-n1c(=S)[nH]c2c(sc(=S)n2-c2ccc(C)cc2C)c1=O	-8.8	1.45	0.7	97.7	9.7	-3.7	8.5	-8.5	1.1	29.6
CC1(C)COC(c2coc3ccccc3c2=O)OC1	10.7	1.79	0.8	127.1	8.4	-1.1	-20.1	20.1	0.9	20.9
Cc1ccc(-n2nc(C)c3c(C)c(CCC(=O)NC(C)c4ccccc4)c(C)nc32)cc1 (centres undefined)	-0.6	1.03	1.1	98.6	3.6	-2.4	0.6	-0.6	1	-9.4
COc1ccc(CN(C)Cc2nc(Cc3cccc(F)c3)no2)c2cccnc12	-1.9	0.87	0.7	75.8	8.8	-16.7	3.0	-3.0	1	25.5
CC(Oc1ccc(Cl)cc1Cl)C(=O)Nc1ccc(S(=O)(=O)Nc2cnc3ccccc3n2)cc1 (centres undefined)	7.5	1.06	0.9	103.4	3.1	12.2	-7.5	7.5	0.9	13.5
COc1ccc(C2=NOC(C(=O)N(C)Cc3ccccc3)C2)cc1 (centres undefined)	-4.6	1.36	0.8	103.7	-2.9	9.3	-23.8	23.8	1	15.4
CN(C)S(=O)(=O)c1cccc(C(=O)Nc2ccccc2Cl)c1	-1.9	1.38	0.9	100.9	2.8	11.6	-12.2	12.2	1	9.7
CC1=[N+](CC(=O)c2ccccc2)CCn2cccc21	-4.0	2.23	1	108.2	-0.4	-8.9	-3.8	3.8	1	-4.0
COC(=O)CSc1ncnc2c1sc1nc3c(cc12)COC(C)(C)C3	11.8	x	0.9	79.5	-3.4	18.2	14.7	-14.7	0.9	5.6
Cc1ccc(N)c2c1OCCC2=O	-6.2	0.99	0.4	85.3	10.2	-7.2	-16.7	16.7	1.1	57.2*
CCN1CCN(c2cc(C)c3cc(NC(=O)c4cccnc4Cl)ccc3n2)CC1	-0.5	0.9	1.1	100.7	3.6	12.7	-3.0	3.0	1	-12.7
Cc1cc2cc(CNC(=O)Cc3ccc([N+](=O)[O-])cc3)ccc2n1C	-4.5	1	1	100.7	-1.6	14.9	-3.9	3.9	1	2.0
CCC1=NN2C(=N)/C(=C\c3cccn3-c3ccc(OC)cc3)C(=O)N=C2S1	-8.4	1.78	0.7	92.9	-2.8	-15.5	-0.3	0.3	1.1	28.0
